Source: PubChem BioAssay (Emory University Molecular Libraries Screening Center)
14-3-3 PPI: 14-3-3 gamma protein interaction modulation. FP, 14-3-3gamma / TMR-pS259-Raf peptide binding. hit rate 0.19% among 160,000. P61981. inhibition, % at 40 µM; in the data active means inhibition above about 30%;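 further: 0% = protein plus tracer without compound and 100% = blank with tracer alone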
Target sequence (P61981 whole entry, looked up): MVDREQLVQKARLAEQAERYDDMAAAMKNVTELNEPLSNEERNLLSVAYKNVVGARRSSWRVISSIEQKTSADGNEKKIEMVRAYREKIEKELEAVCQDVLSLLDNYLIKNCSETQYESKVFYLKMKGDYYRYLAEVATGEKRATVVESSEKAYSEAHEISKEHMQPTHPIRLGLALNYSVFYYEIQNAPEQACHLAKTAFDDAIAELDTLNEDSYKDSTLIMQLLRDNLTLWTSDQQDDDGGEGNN
The depositor's hits bear a star; & = joins results of further samples; ! = not confirmed by another sample. The list is partial; count on the stated rates, not on these rows.

14-3-3 PPI,Structure
1,CC(C)CN1C(=O)C(=O)/C(=C(/O)c2ccc(Cl)cc2)C1c1cccc(O)c1 (stereo unspecified)
-4,CC(=O)NCc1cn2c(C)csc2n1
-1,COc1ccc(CNCC(=O)Nc2cc(C)nn2-c2nc(C)cc(C)n2)cc1OC
-2,CCN(CC)C(=O)c1sc2ncnc(N3CCN(c4ccc(OC)cc4)CC3)c2c1C
3,Cc1ccc(OCC(=O)Nc2cccc(Cl)c2C)cc1C
-31,COc1ccc2nc3sc(C(=O)NC(C)CCc4ccccc4)cc3cc2c1 (stereo unspecified)
0,COCCn1c(-c2cc(OC)c(OC)c(OC)c2)nc2oc3ccccc3c(=O)c2c1=O
2,COc1cc2c(cc1NC(=O)c1ccc(F)cc1)oc1ccccc12
-2,Cc1c(C(=O)N2CCCC2)oc2ccc(S(=O)(=O)N3CCCC(C)C3)cc12 (stereo unspecified)
-5,Cc1ccc(C(=O)C[n+]2ccc3ccccc3c2)cc1[N+](=O)[O-]

The list goes on.
14-3-3 PPI,Structure
-5,Cc1cccc(Oc2c(C(F)(F)F)oc3cc(OC(=O)c4ccco4)ccc3c2=O)c1
-1,COc1cccc(Nc2nc(=O)[nH]nc2C)c1
-93&0,COc1ccc(N2CCC(CNC(=O)Nc3ccc(OC)cc3OC)C2)cc1 (stereo unspecified)
-10,COc1ccc(-c2nnc(SCc3ccccc3F)o2)cc1OC
0,COC(=O)c1[nH]c2cccc(OC)c2c1NC(=O)CCN1CCN(c2ccccc2F)CC1
0,CCOC(=O)c1ccc(N2CSC3=C(C#N)C(c4cccs4)CC(=O)N3C2)cc1 (stereo unspecified)
3,Fc1ccccc1N1CCN(Cc2nc(-c3ccccc3)no2)CC1
-2,CC(C)Cc1ccc(S(=O)(=O)Nc2cccc(Br)c2)cc1
-10,CCCNC(=O)c1cnn2c(C)c(Cc3ccccc3C)c(C)nc12
-6,Cc1cc(I)ccc1NC(=O)c1ccc(Br)o1

Other results follow.
14-3-3 PPI,Structure
-25,S=C(N=Nc1ccccc1)NNc1ccccc1
1,Cc1ccc2nc(-c3cccc(S(=O)(=O)N(C)C)c3)cn2c1
6,Cc1cc(C)cc(NC(=O)c2ccc(S(=O)(=O)N3CCCC3)cc2)c1
-1,Cc1ccc(C2Oc3ccccc3C3=C2C(c2ccc(C)cc2)n2ncnc2N3)cc1 (stereo unspecified)
1,O=C(Cc1cccc2ccccc12)NCC1(c2ccccc2)CCOCC1
0,CCOC(=O)C(C)(C)Sc1nc2c(cnn2-c2ccc(F)cc2)c(=O)[nH]1
-11,COCCN1C(=O)c2ccccc2C(C(=O)NCc2ccc(F)cc2)C1c1cn(C)c2ccccc12 (stereo unspecified)
1,CC(C)c1cc(C(=O)Nc2cccc(Cl)c2)no1
-6,CCn1c2ccccc2c2cc(NC(=O)c3cc4cc5ccc(C)cc5nc4o3)ccc21
-3,CC(=O)c1ccc(S(=O)(=O)N(Cc2cc3cc4c(cc3[nH]c2=O)OCCO4)CC2CCCO2)cc1 (stereo unspecified)

Additional compounds
14-3-3 PPI,Structure
-4,O=c1cc(O)nc(SCc2ccccc2Cl)[nH]1
-12,Cn1c(=NC(=O)CCSc2ccccc2)sc2cc([N+](=O)[O-])ccc21
-3&15,COC(=O)C1=C(C)N(C)C(C)=C(C(=O)OC)C1c1ccncc1
-11,COc1ccc(-n2ncc3c(Nc4ccccc4C)ncnc32)cc1
-49,CC1(C)Cc2c(sc(NC(=O)C(Cc3ccccc3)N3C(=O)c4ccccc4C3=O)c2C#N)C(C)(C)N1 (stereo unspecified)
-64,Cc1ccc2cc(C)c(Nc3ccc(Cl)cc3)nc2c1
-1,CCC(C)(C)NC(=O)C(c1ccc(F)cc1)N(Cc1ccco1)C(=O)CCC(=O)Nc1ccccn1 (stereo unspecified)
-5,Cn1c(=O)c2c(SCC(=O)N3CCN(c4ccccc4)CC3)nc(C3CC3)nc2n(C)c1=O
-4,COc1cccc(NC(=O)CCN2CC(C)OC(C)C2)c1 (stereo unspecified)
4,CC(C)CN(CC(C)C)S(=O)(=O)N1CCC(C(=O)NC2CCCCC2C)CC1 (stereo unspecified)

Exported with each value named: entries from further up.
CC1(C)Cc2c(sc(NC(=O)C(Cc3ccccc3)N3C(=O)c4ccccc4C3=O)c2C#N)C(C)(C)N1 (stereo unspecified)
  14-3-3 PPI: -49

O=c1cc(O)nc(SCc2ccccc2Cl)[nH]1
  14-3-3 PPI: -4

CCC(C)(C)NC(=O)C(c1ccc(F)cc1)N(Cc1ccco1)C(=O)CCC(=O)Nc1ccccn1 (stereo unspecified)
  14-3-3 PPI: -1

Cn1c(=O)c2c(SCC(=O)N3CCN(c4ccccc4)CC3)nc(C3CC3)nc2n(C)c1=O
  14-3-3 PPI: -5

Further compounds:
14-3-3 PPI,Structure
4,Cc1ccc(OC(=O)c2ccc(Cl)cc2)c(-n2nc3ccccc3n2)c1
-3,Cn1cc(SCC(=O)NCc2ccco2)c2ccccc21
-9,Cc1c(NC(=O)C2CCCCN2S(=O)(=O)c2ccc(Cl)cc2)c(=O)n(-c2ccccc2)n1C (stereo unspecified)
-10,CCn1c(=O)cc(NC2=NCC(C)CN2c2cccc(Cl)c2)n(C)c1=O (stereo unspecified)
-13,Cc1nnc(N2C(=O)c3ccc(-c4nc5ccccc5c(=O)o4)cc3C2=O)s1
2,CCn1c(COc2ccc(Cl)cc2)nnc1SCc1ccc(C#N)cc1
-6,Cc1cc(OCc2ccccc2)nc(N2CCOCC2)n1
-10,Cc1oc(/N=C/c2ccccc2O)c(C#N)c1C
6,CCn1c(=O)cc(SCC(=O)N2CCC(C)CC2)c2ccccc21
-1,O=c1nc2n(Cc3ccccc3)c3cccc(Cl)c3cc-2c(=O)[nH]1

Next section
14-3-3 PPI,Structure
11,CCC(C)NC(=O)C1(C)CCC(=O)N1CCc1ccc(C)cc1 (stereo unspecified)
0,O=C(COc1ccc(C2CCCCC2)cc1)NCCOc1ccc(Cl)cc1
-3,CCOc1ccc(NC(=O)Cn2nnc(C(=O)OC)c2N)cc1
-13,CC(C)(C)C1CCC2Oc3c(cc(NS(=O)(=O)c4cccc([N+](=O)[O-])c4)c4ccccc34)C2C1 (stereo unspecified)
-42,O=C(CSc1nnc(-c2ccco2)c(-c2ccco2)n1)Nc1ccc(Oc2ccc(Cl)cc2)cc1
-1,CCOc1cccc2c1OC1(C)C(C(=O)Nc3ccc(C)cc3C)C2NC(=S)N1CCOC (stereo unspecified)
-15,CCCOc1ccc(-c2nc(N3CCCCCC3)c3ccccc3n2)cc1
-2&-13,O=C(c1cc2c(=O)n3ccccc3nc2s1)N1CCOCC1
-4,Cc1cc2nc3c(=O)c(=O)c3nc2cc1C
-3&8,O=C(Nc1cccnc1)c1c(O)c2cccc3c2n(c1=O)CC3

Following part:
14-3-3 PPI,Structure
-1,Cn1c[n+](C)cc1/C=N/O
1,CC(C)COC(=O)c1ccc(NS(=O)(=O)c2ccccc2)cc1
-7,C=CCn1c(N=Cc2ccc(OC)c3cccc(OC)c23)nc2ccccc21
-182,CCS(=O)(=O)N1N=C(c2cccc(NS(C)(=O)=O)c2)CC1c1ccccc1 (stereo unspecified)
-2,COc1ccc(C2C(C(C)=O)=C(O)C(=O)N2CCCN2CCOCC2)cc1OC (stereo unspecified)
-11,CC(=O)Nc1ccc(NC(=O)C2Cc3ccccc3CN2S(C)(=O)=O)cc1 (stereo unspecified)
6,CC(=O)N1CCc2cc(S(=O)(=O)N3C(C)CCCC3C)ccc21 (stereo unspecified)
-5,Cc1cccc(OCC(O)Cn2c(-n3nc(C)cc3C)nc3c2c(=O)[nH]c(=O)n3C)c1 (stereo unspecified)
4,Cc1ccc(N2CCN(S(=O)(=O)c3ccc(F)cc3)CC2)c(C)c1
-2,Cc1ccc(-n2sc3c(c2=S)-c2ccccc2NC3(C)C)cc1

Arranged by heavy-atom count (low to high): 6 of the compounds above.
14-3-3 PPI,Structure
-1,Cn1c[n+](C)cc1/C=N/O
6,CC(=O)N1CCc2cc(S(=O)(=O)N3C(C)CCCC3C)ccc21 (stereo unspecified)
-182,CCS(=O)(=O)N1N=C(c2cccc(NS(C)(=O)=O)c2)CC1c1ccccc1 (stereo unspecified)
-7,C=CCn1c(N=Cc2ccc(OC)c3cccc(OC)c23)nc2ccccc21
-2,COc1ccc(C2C(C(C)=O)=C(O)C(=O)N2CCCN2CCOCC2)cc1OC (stereo unspecified)
-5,Cc1cccc(OCC(O)Cn2c(-n3nc(C)cc3C)nc3c2c(=O)[nH]c(=O)n3C)c1 (stereo unspecified)

The list continues:
14-3-3 PPI,Structure
0&-11,CC(=O)c1nc2ccccc2n1S(=O)(=O)c1ccc(Cl)cc1
-109,Cc1ccc(S(=O)(=O)c2c(N)n(/N=C/c3ccco3)c3nc4ccccc4nc23)cc1C
-7,Cc1ccc(S(=O)(=O)NCCC(=O)NCc2ccccc2Cl)cc1
0,COc1cccc2cc(C(=O)Nc3ccccc3NC(=O)c3ccc(C(F)(F)F)cc3)c(=O)oc12
-24,COc1ccc(Cl)cc1NC(=O)CN(Cc1ccccc1)S(=O)(=O)c1ccc(C)cc1
0,Cc1c(C(=O)N2CCN(c3ccccc3)CC2)sc2ncnc(N3CCN(c4ccccc4)CC3)c12
-4,FC(F)(F)c1ccc(CN2CCN(Cc3ccc(Br)cc3)CC2)cc1
1,Cc1ccccc1OCC(=O)NCCN1CCCC1
-11,Cc1nc(Nc2nc3ccccc3o2)nc(C)c1C
-4,CCN(CCNS(=O)(=O)c1ccc2[nH]c(=O)sc2c1)c1ccccc1

New compounds follow
14-3-3 PPI,Structure
-4,O=C(CSc1nc2ccccc2o1)NCCOc1ccccc1
4,CCC(C)C(NC(=O)CCCCl)C(=O)O (stereo unspecified)
-6,Cc1cccc(C)c1NC(=O)c1cc(S(=O)(=O)N2CCOCC2)ccc1F
-6,COC(=O)c1ccc(NC(=O)CCn2c(=O)oc3ccccc32)cc1
-2,CC(=O)[C@@]1(O)CC[C@H]2[C@@H]3CCC4=CC(=O)CC[C@]4(C)[C@H]3CC[C@@]21C
-9,Cc1cccc(O)c1N=Cc1cc(Cl)ccc1O
-5,CC1(C)Nc2ccc([N+](=O)[O-])cc2NC1=O
-5,Cc1ccc(C2CC(C(F)(F)F)n3nc(C(=O)Nc4cccc(C)c4C)cc3N2)cc1 (stereo unspecified)
-8,COc1cccc(C(=O)Nc2cccc3cccnc23)c1
8,O=c1oc2ccc(Cl)cc2cc1-c1nnc(Nc2cccc3ccccc23)s1

(next part)
14-3-3 PPI,Structure
5,Cc1c(C#N)c2ncnc(-c3ccccc3)c2n1-c1ccccc1
-2,Cc1ccccc1OCCNC(=O)c1ccccc1Sc1ccccc1C#N
1,COc1cccc(NC(=O)N2CCCC(C(=O)Nc3ccccc3OC)C2)c1 (stereo unspecified)
1,O=C(OCC1COc2ccccc2O1)c1ccccc1F (stereo unspecified)
-16,Cc1ccnc(NC(=O)c2cc3c(=O)[nH]c4ccccc4c3s2)c1
-5,CCN(CCCNC(=O)C1c2ccccc2C(=O)N(C)C1c1cn(C)c2ccccc12)c1cccc(C)c1 (stereo unspecified)
-3,CCOC(=O)CSc1ccc2nnc(-c3ccccc3)n2n1
2,CCOC(=O)C(NC(=O)c1ccc(F)cc1)(Nc1nnc(C)s1)C(F)(F)F (stereo unspecified)
-9,Cc1ccc(C(C)C)c(OCC(=O)Nc2ccc(N3CCN(S(C)(=O)=O)CC3)cc2)c1
-9,CCC(=O)Nc1ccc(Br)c(Cl)c1

Next part.
14-3-3 PPI,Structure
-9,O=C(CCn1c(=S)oc2ccccc21)N1CCN(c2ccc(F)cc2)CC1
1,CCCCN(CC)C(=O)Cc1cn(C)c2ccccc12
-9,Cc1ccc(NC(=O)C2c3ccccc3C(=O)N(C)C2c2cn(C)c3ccccc23)c(Cl)c1 (stereo unspecified)
-8,CCOc1cccc2c1OC1(CCC(C)CC1)N1N=C(c3cccnc3)CC21 (stereo unspecified)
-9,O=C(Nc1ccc2c(c1)OCCO2)C1CCCN1S(=O)(=O)c1ccc(Cl)cc1 (stereo unspecified)
-6,Cc1ccc(CSCC(=O)NCc2cccnc2)cc1
-6,NC(=O)CSc1nnc(-c2ccncc2)n1CCc1ccccc1
-15,Cc1c(C(=O)NCCc2ccc(Cl)cc2)oc2ccc(S(=O)(=O)N3CCCC(C)C3)cc12 (stereo unspecified)
-9,COc1ccc(OC)c(NC(=O)CCN2C(=O)c3ccncc3C2=O)c1
-7,c1ccc(-c2nnc3sc(-c4cc5ccccc5o4)nn23)cc1

Remaining list, next part:
14-3-3 PPI,Structure
59*!,O=C(NCc1ccccn1)C1CCN(S(=O)(=O)c2cnc[nH]2)CC1
-6,COC(=O)C1=C(N)Oc2cc(C)n(CCCn3ccnc3)c(=O)c2C1c1cccc(Cl)c1 (stereo unspecified)
7,CCOC(=O)C1=CN(c2ccc(F)cc2)C=C(C(=O)OCC)C1c1ccccc1OC
2,Cc1ccc(NS(=O)(=O)c2ccc3c(c2)oc(=O)n3C)c(C)c1
3,CC(Sc1nc2ccccc2[nH]1)C(=O)Nc1ccc(S(N)(=O)=O)cc1 (stereo unspecified)
-5,O=C(CC1Sc2ccc(C(F)(F)F)cc2NC1=O)Nc1ccc(F)cc1 (stereo unspecified)
-6,O=C(O)c1cccc(NC(=O)c2cc(S(=O)(=O)Nc3cccc([N+](=O)[O-])c3)ccc2Cl)c1
2,COc1ccc(C(=O)NCCn2cc(SCc3cc(C)ccc3C)c3ccccc32)cc1
-1,COc1cc(C2C(C#N)=C(N)OC3=C2C(=O)CCC3)cc(OC)c1OC(=O)N1CCOCC1 (stereo unspecified)
-10,COc1cc2cc(CN(CCN3CCCC3)C(=O)Nc3ccc(F)cc3)c(=O)[nH]c2cc1OC

(further entries)
14-3-3 PPI,Structure
-34,CCCCCC(=O)Nc1ccc(-c2nc3cc(Cl)ccc3o2)cc1
3,CC(=O)N1CCc2cc(S(=O)(=O)NCc3ccco3)ccc21
-47,CC(=O)c1c(C)[nH]c(C(=O)OCC(=O)Nc2ncc(Cl)c(C)c2Cl)c1C
-2,COc1ccc(C2C(=O)N(C3CCC(C)CC3)CC(=O)N2CCc2ccc(Cl)cc2)cc1OC (stereo unspecified)
-2,Cc1ccc(Cn2nnc3c(=O)n(CC(=O)N4CCN(c5ccccc5)CC4)cnc32)cc1
1,O=C(NCC1COc2ccccc2O1)c1cc(-c2ccncc2)nc2ccccc12 (stereo unspecified)
